# TDP1 block – inhibitors of human tyrosyl-DNA phosphodiesterase TDP1; actives 0.28% (n = 350,000); recombinant TDP1, AlphaScreen DNA substrate cleavage; Q9NUW8; Potency, µM (series often up to 130 µM), without a hit: at the top dose activity change, negative = inhibition, hits mostly inhibitors; further: nearly all actives have a fitted effect of over 40% in size
# Target sequence (Q9NUW8 whole entry, looked up): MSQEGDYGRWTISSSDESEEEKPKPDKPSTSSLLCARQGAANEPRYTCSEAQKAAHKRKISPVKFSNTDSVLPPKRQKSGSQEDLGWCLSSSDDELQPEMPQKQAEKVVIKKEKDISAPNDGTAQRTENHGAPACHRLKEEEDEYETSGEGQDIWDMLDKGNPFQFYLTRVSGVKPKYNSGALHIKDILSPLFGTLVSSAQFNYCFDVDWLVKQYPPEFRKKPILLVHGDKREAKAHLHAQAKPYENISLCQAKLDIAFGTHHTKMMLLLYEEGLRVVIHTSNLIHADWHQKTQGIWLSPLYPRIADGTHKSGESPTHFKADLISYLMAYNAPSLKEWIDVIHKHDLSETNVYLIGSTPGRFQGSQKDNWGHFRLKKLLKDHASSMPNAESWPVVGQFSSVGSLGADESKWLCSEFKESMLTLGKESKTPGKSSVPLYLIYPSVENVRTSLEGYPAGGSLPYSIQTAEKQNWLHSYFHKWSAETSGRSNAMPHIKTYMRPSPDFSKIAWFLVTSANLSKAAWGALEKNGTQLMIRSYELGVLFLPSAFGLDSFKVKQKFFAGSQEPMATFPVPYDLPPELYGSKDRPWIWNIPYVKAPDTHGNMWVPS
#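 Enzyme-compound mixtures sat 15 min at room temperature, followed by a 5 min reaction with 15 nM final substrate and 10 min with AlphaScreen beads. Recombinant human Tdp1 was used at 1 nM final.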
# N370S GC – inhibits or activates N370S mutant glucocerebrosidase | P04062 | N370S GC spleen homogenate, 4MU-glucoside fluorescence | Potency, µM (doses to about 59.4 µM), without a hit: at the top dose activity change, negative = inhibition, usual class: inhibitors | actives 0.092% (n = 330,000);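 further: 0% = full enzyme activity and -100% = no enzyme basal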
# TDP1 cell noCPT – qHTS for Inhibitors of human tyrosyl-DNA phosphodiesterase 1 (TDP1): qHTS in cells in absence of CPT. Potency, µM (highest dose often 46.2 µM), for the others: at the top dose activity change, negative = growth inhibition, hits mostly inhibitors. DT40 Tdp1-/- hTDP1 cells, no CPT, ATP luminescence, 48 h. AID 686978, 2013. actives 15% (n = 420,000); further: nearly all actives have a fitted effect of over 55% in size
#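 Chicken DT40 Tdp1-/- cells complemented with human TDP1, screened without camptothecin (DMSO vehicle only), 400 cells/well. Compounds pin-transferred, cells incubated at 37 °C for at least 48 hr. Growth read as ATP-dependent luminescence (CellTiter-Glo, 30 min at RT).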
# Starred values were filed as active, the others as inactive; ? = inconclusive; nt = not tested or not shown; & = joins results of further samples; [ ] = another dose, or the depositor's remark. The call rests on the fitted dose curve; in most records, active means well fitted curve in the direction sought with a large enough effect; inconclusive means small, poorly fitted or top-dose-only effect, or another doubt; inactive means no such curve, though single readings can be large; an effect the other way counts as inactive or inconclusive. Unless noted, on the % scale 0 is the no-effect control and ±100 the full control effect; potency means the concentration at half of the fitted maximal effect.
# The opening 20 compounds as a preview:
no. | mol | TDP1 block | N370S GC | TDP1 cell noCPT
1 | COc1ccc(Nc2nc(NN)nc(C)c2[N+](=O)[O-])cc1 | 8% | -12% | ?
2 | O=C1NC[C@@H](Cc2cccc3ccccc23)N(CCc2cc(C(F)(F)F)cc(C(F)(F)F)c2)C1=O | 2% | -7% | ?
3 | COc1ccc(NC(=O)CCSc2ccc(C)cc2)cc1S(=O)(=O)Nc1ccccc1Cl | 3% | 20% | 13µM*
4 | COc1ccc(OC)c(Nc2ncnc3sc(-c4ccccc4)cc23)c1 | 0% | ? | ?
5 | COc1cccc(/C=N/NC(=O)c2cnccn2)c1OC | 7% | 0% | 0%
6 | CCc1cccc2c(SCC(=O)NCC3CCCO3)nc(-c3ccc(F)cc3)nc12 (stereo not drawn) | 0% | 3% | -27%
7 | CC1CCC(NC(=O)CN2C(=O)COc3ccc(S(=O)(=O)N4CCCC4)cc32)CC1 (stereo not drawn) | -1% | -1% | nt
8 | CN(C(=O)c1cnccn1)c1nnc(-c2cnccn2)s1 | 6% | -2% | -19%
9 | CC1CN(C(=O)CCC(=O)NCc2ccc(F)cc2)c2ccccc2S1 (stereo not drawn) | nt | 0% | -13%
10 | COC(=O)CSc1cc([N+](=O)[O-])cc2c1c(C1OCCO1)nn2-c1ccccc1 | 0% | -11% | -1%
11 | Nc1nsc2ccccc12 | 0% | 23% | 2.2µM*
12 | COc1ccc(N2CCN(c3oc(COc4ccccc4)nc3C#N)CC2)cc1 | 5% | -3% | ?
13 | COc1ccc(-c2ccc(C3C4C=CCCC4(C)C(=O)N3Cc3ccccc3)c(F)c2)cc1 (stereo not drawn) | 3% | 1% | nt
14 | CS(=O)(=O)Nc1cccc(-c2ccc3ncnc(N4CCOCC4)c3c2)c1 | nt | 10% | 13µM*
15 | COc1ccccc1Nc1nc(NCC2CCCO2)c2ccccc2n1 (stereo not drawn) | 0% | 11% | 21µM*
16 | Cc1ccc(C(=O)N[C@H](C(=O)OCC(=O)c2ccc[nH]2)C(C)C)cc1 | 2% | -1% | -5%
17 | O=C(O)c1ccccc1-c1ccccc1C(=O)Nc1cccc(O)c1 | -4% | 6% | 4%
18 | CCCCCN(C(=O)CN(C)Cc1ccc(OC)cc1OC)c1c(N)n(CCCC)c(=O)[nH]c1=O | 5% | 0% | -24%
19 | O=C(N/N=C\c1ccc(F)cc1)c1csnn1 | nt | 5% | -20%
20 | Cc1nn(C)c(Cl)c1S(=O)(=O)N1CCC(CO)(CCc2ccccc2)CC1 | 1% | 8% | ?

# The whole of this part, from the first entry:
no. | mol | TDP1 block | N370S GC | TDP1 cell noCPT
1 | COc1ccc(Nc2nc(NN)nc(C)c2[N+](=O)[O-])cc1 | 8% | -12% | ?
2 | O=C1NC[C@@H](Cc2cccc3ccccc23)N(CCc2cc(C(F)(F)F)cc(C(F)(F)F)c2)C1=O | 2% | -7% | ?
3 | COc1ccc(NC(=O)CCSc2ccc(C)cc2)cc1S(=O)(=O)Nc1ccccc1Cl | 3% | 20% | 13µM*
4 | COc1ccc(OC)c(Nc2ncnc3sc(-c4ccccc4)cc23)c1 | 0% | ? | ?
5 | COc1cccc(/C=N/NC(=O)c2cnccn2)c1OC | 7% | 0% | 0%
6 | CCc1cccc2c(SCC(=O)NCC3CCCO3)nc(-c3ccc(F)cc3)nc12 (stereo not drawn) | 0% | 3% | -27%
7 | CC1CCC(NC(=O)CN2C(=O)COc3ccc(S(=O)(=O)N4CCCC4)cc32)CC1 (stereo not drawn) | -1% | -1% | nt
8 | CN(C(=O)c1cnccn1)c1nnc(-c2cnccn2)s1 | 6% | -2% | -19%
9 | CC1CN(C(=O)CCC(=O)NCc2ccc(F)cc2)c2ccccc2S1 (stereo not drawn) | nt | 0% | -13%
10 | COC(=O)CSc1cc([N+](=O)[O-])cc2c1c(C1OCCO1)nn2-c1ccccc1 | 0% | -11% | -1%
11 | Nc1nsc2ccccc12 | 0% | 23% | 2.2µM*
12 | COc1ccc(N2CCN(c3oc(COc4ccccc4)nc3C#N)CC2)cc1 | 5% | -3% | ?
13 | COc1ccc(-c2ccc(C3C4C=CCCC4(C)C(=O)N3Cc3ccccc3)c(F)c2)cc1 (stereo not drawn) | 3% | 1% | nt
14 | CS(=O)(=O)Nc1cccc(-c2ccc3ncnc(N4CCOCC4)c3c2)c1 | nt | 10% | 13µM*
15 | COc1ccccc1Nc1nc(NCC2CCCO2)c2ccccc2n1 (stereo not drawn) | 0% | 11% | 21µM*
16 | Cc1ccc(C(=O)N[C@H](C(=O)OCC(=O)c2ccc[nH]2)C(C)C)cc1 | 2% | -1% | -5%
17 | O=C(O)c1ccccc1-c1ccccc1C(=O)Nc1cccc(O)c1 | -4% | 6% | 4%
18 | CCCCCN(C(=O)CN(C)Cc1ccc(OC)cc1OC)c1c(N)n(CCCC)c(=O)[nH]c1=O | 5% | 0% | -24%
19 | O=C(N/N=C\c1ccc(F)cc1)c1csnn1 | nt | 5% | -20%
20 | Cc1nn(C)c(Cl)c1S(=O)(=O)N1CCC(CO)(CCc2ccccc2)CC1 | 1% | 8% | ?
21 | COc1ccc2c(=O)c(-c3nc(C)cs3)coc2c1 | 3% | 5% | -23%
22 | CC(NC(=O)NC(=O)c1cccc(Cl)c1)c1ccccc1 (stereo not drawn) | 4% | ? | ?
23 | O=C(NCC(=O)N1CCN(C(=O)c2ccco2)CC1)c1ccccc1 | 1% | 0% | 7%
24 | Nn1c(SCC(=O)NCc2ccc3c(c2)OCO3)nnc1C(F)(F)F | -2% | nt | 10%
25 | Clc1ccc(-c2ccccc2)cn1 | -2% | nt | 3%
26 | O=C(Nc1ccccc1C(=O)N1CCCCC1)c1ccc(Cl)cc1Cl | nt | 10% | -17%
27 | COc1ccc(C(=O)NNC(=O)C(=O)/C=C(\O)c2ccc(C)cc2)cc1 | nt | -12% | -19%
28 | CCOc1nc(Nc2ccc(OC)c(Cl)c2)nc(N2CCN(c3ccc(OC)cc3)CC2)n1 | 6% | 4% | 23µM*
29 | COc1ccc(S(=O)(=O)Nc2cccc(N(C)S(C)(=O)=O)c2)cc1C | -2% | 5% | 21µM*
30 | O=C(COc1ccc(S(=O)(=O)N2CCCC2)cc1)Nc1ccc2c(c1)OCCO2 | 1% | 7% | -39%
31 | COc1ccc(N(CC(=O)Nc2cc(OC)ccc2OC)S(C)(=O)=O)cc1 | -3%[56.1 µM] | 9% | -16%
32 | Cc1ccc(CCN2C(=O)CCC2(C)C(=O)NCc2cccnc2)cc1 (stereo not drawn) | 0% | -10% | -4%
33 | COc1cccc(-n2nc(-c3ccnn3-c3ccccc3)c(=O)n(C)c2=O)c1 | 3% | 1%[12.8 µM] | ?
34 | Nc1nnc(SCC(=O)Nc2ccc(N3CCOCC3)c(Cl)c2)s1 | 5% | -7% | 12µM*
35 | COc1cc(C=O)cc(Cl)c1OC(=O)N1CCOCC1 | nt | -1% | -6%
36 | Oc1ccc(NC(=S)N=Nc2c(O)[nH]c3ccc(Br)cc23)cc1 | 11% | -29% | 23µM*
37 | OCCN1CCN(CC(O)C(F)(F)F)CC1 (stereo not drawn) | -10% | -1% | 6%
38 | CCN(CC)Cc1c(C(=O)N/N=C/c2cccc(OCc3ccc(F)cc3)c2)nnn1-c1nonc1N | 2% | 8% | 18%
39 | COc1ccc(OC)c(NC(=O)COC(=O)/C=C/c2ccco2)c1 | -19% | nt | -10%
40 | COc1cc(CC(NC(C)=O)C(=O)NC2CCN(S(=O)(=O)c3ccc(NC(C)=O)cc3)CC2)cc(OC)c1 (stereo not drawn) | nt | 3% | 5%
41 | O=C(NC1CCCCC1)c1sc(N2CCOCC2)nc1-c1ccccc1 | 3% | 2% | ?
42 | COc1ccccc1NC(=O)CSc1nc2ccccc2cc1Cc1ccccc1 | -7% | ? | ?
43 | CC(NC(=O)c1cccc(S(=O)(=O)N2CCc3ccccc3C2)c1)c1ccco1 (stereo not drawn) | -1% | nt | -23%
44 | Cc1ccc(NC(=O)CCNC(=O)c2ccc([N+](=O)[O-])cc2)cc1S(=O)(=O)N1CCOCC1 | 1% | nt | -14%
45 | COc1ccc(NC(=O)CN(C)C(=O)CNC(=O)c2ccc3ccccc3c2)cc1 | 7% | 2% | -9%
46 | O=C(COC(=O)c1ccc(Cl)c(S(=O)(=O)N2CCCCC2)c1)NCC1CCCO1 (stereo not drawn) | 3% | 1% | 0%
47 | N=C(N)SCC1=CCS(=O)(=O)C1 | nt | -1% | -7%
48 | Cc1c(Cc2ccccc2)c(=O)oc2cc(OCC(=O)c3ccccc3)ccc12 | 0% | 16% | ?
49 | COc1cccc2c1Oc1ncccc1N(C(=O)CCC(=O)NCc1ccc(F)cc1)C2 | 3% | 3% | -22%
50 | CCn1cc(C(=O)N2CCOCC2)c(=O)c2cc(S(=O)(=O)N(C)C)ccc21 | 2% | 2% | 4%
51 | C/C(=N\NC(=O)c1ccc(Cn2cc([N+](=O)[O-])cn2)o1)c1cccc(NC(=O)C(C)C)c1 | 9% | 2% | ?
52 | CN(C)S(=O)(=O)c1ccc(N)c([N+](=O)[O-])c1 | 6% | 0% | -19%
53 | C/C=C/C(=O)OCC(=O)Nc1cc(OC)c([N+](=O)[O-])cc1C | 2% | 16% | 5%
54 | COc1ccccc1CNS(=O)(=O)c1c(C(=O)N2CCCC2)c(C)n(C)c1C | -1% | -2% | -3%
55 | COc1ccc(-c2nnc(SCC(=O)Nc3cc(C)on3)o2)cc1 | 4% | 1% | ?
56 | CC1=CC(=O)C=C(C)C1=NOc1ccccc1[N+](=O)[O-] | 6% | 9% | 2.1µM*
57 | N/C(=N\S(=O)(=O)c1cc(C(F)(F)F)cc(C(F)(F)F)c1)c1ccc(Cl)cc1 | 3% | -15% | 21µM*
58 | Cc1cccc(OCCNS(=O)(=O)c2ccc(Cl)cc2)c1 | -7% | nt | -3%
59 | O=C(CSc1nc(-c2ccco2)cc(C(F)(F)F)n1)Nc1ccc2c(c1)CCC2 | 5% | -5% | ?
60 | O=C(Nc1cccnc1)c1cc(F)cc(F)c1 | 7% | -16% | -17%

# In another format: entries from further up
51) C/C(=N\NC(=O)c1ccc(Cn2cc([N+](=O)[O-])cn2)o1)c1cccc(NC(=O)C(C)C)c1
  TDP1 block = 9%	N370S GC = 2%	TDP1 cell noCPT = ?
52) CN(C)S(=O)(=O)c1ccc(N)c([N+](=O)[O-])c1
  TDP1 block = 6%	N370S GC = 0%	TDP1 cell noCPT = -19%

# Further results follow.
no. | mol | TDP1 block | N370S GC | TDP1 cell noCPT
61 | O=c1[nH]c(/C=C/c2ccc(Cl)cc2Cl)c([N+](=O)[O-])c(=O)[nH]1 | nt | 0% | -18%
62 | CCOC(=O)c1[nH]c2c(c1Cc1ccccc1OC)C(=O)CC(c1ccc(OCC)cc1)C2 (stereo not drawn) | 8% | nt | 9.2µM*
63 | O=C1CCNc2c(Cl)cccc21 | -3% | -2% | -23%
64 | COc1cccc(NC(=O)CN(C)C(=O)c2cc(-c3ccccc3)nn2-c2ccccc2)c1 | 1% | nt | -5%
65 | O=C(Nc1ccccn1)C12CC3CC(C1)CC(C(=O)Nc1ccccn1)(C3)C2 | 5% | 4% | -20%
66 | O=C1NC[C@@H](Cc2ccc(O)cc2)N(CCc2cccc3ccccc23)C1=O | ? | -21% | -13%
67 | COc1ccc(/C=C/C(=O)OCC(=O)NCCC2=CCCCC2)cc1 | 3% | 1% | -12%
68 | O=C(O)CCCn1cc(NC(=O)COc2ccc([N+](=O)[O-])cc2)cn1 | 5% | 5% | -9%
69 | CN1CCN(C(=O)c2ccccc2NC(=O)c2ccccc2)CC1 | 0% | 1% | 5%
70 | Cc1cccnc1NC(=O)CCCN1C(=O)c2ccccc2C1=O | -3% | -12% | -2%
71 | COc1cc2c(cc1NC(=O)/C=C/c1cc(OC)c(OC)c(OC)c1)oc1ccccc12 | 0% | -7% | 15µM*
72 | c1cncc(-c2ccc3[nH]ccc3c2)c1 | 1% | nt | ?
73 | CCn1ccnc1CN(C)C(=O)c1cc(COc2ccccc2SC)on1 | 5%[56.1 µM] | -5% | -29%
74 | CCCN1CCN(CCCNC(=O)Cn2nc(CC)n3c(cc4occc43)c2=O)CC1 | -5% | nt | -3%
75 | CC(=O)Nc1ccc(S(=O)(=O)Oc2ccc3c(c2)C(C)=CC(C)(C)N3)cc1 | 8% | -6% | nt
76 | COc1ccc(C2/C=C\CN(C(=O)C3CC3)CC(=O)N2Cc2ccc(F)cc2)cc1 (stereo not drawn) | 4%&4% | -2%&3% | -19%

# Bioassay records from PubChem BioAssay.

# Not all compounds are listed; count on the stated rates, not on these rows.
